GPR55 antagonists = GPR55 antagonists blocking LPI-driven arrestin recruitment, primary screen, imaging, U2OS, beta-arrestin-GFP, LPI agonist (AID 2013); 290,000 tested, 0.13% active; U2OS GPR55 beta-arrestin-GFP translocation imaging, LPI antagonism; higher % means a stronger effect; inhibition, % at 10 µM, or IC50 in µM where a hit was titrated;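 active = spots per cell inhibited over 60%, with over 100 cells counted and total cytoplasm intensity under 500,000; inconclusive = wells with under 100 cells, flagged as likely toxic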;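 note: U2OS cells stably carrying GPR55 and arrestin-GFP stimulated by 5 µM LPI near EC80; imaged beta-arrestin-GFP aggregate spots per cell after agonist stimulation; plate controls were LPI-stimulated DMSO wells for no effect and DMSO wells without LPI for full effect; some results filed as inactive read as strong as hits; confirmed hits need IC50 under 10 µM and bright autofluorescent wells are also inconclusive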
T cell modulator = modulates CD8 T cell binding to vesicles; 330,000 tested, 0.068% active; calls only at 7 µM; AID 2052; 2C CD8+ T cell-vesicle binding, flow cytometry; stronger effect = lower value;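 active = response, share of CD8 T cells binding vesicles, and their 90th percentile fluorescence all below set limits, cut at about 80% in these data, passing the limit was not always enough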
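Benchmarks: naked versus QL9-loaded vesicles / Assay system: purified 2C TCR transgenic mouse naive CD8+ T cells / Technique: high-throughput flow cytometry with anti-B7-1 and anti-CD8 staining / Timing: Cell–vesicle co-incubation 1.5 h at 37 °C, staining 20 min on ice / Read-out: percent CD8+ FL2 mean versus row control / Probe or stimulus: QL9-loaded Drosophila micro-vesicles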
SV40 large T antigen = SV40 large T antigen inhibitors, biochemical (AID 1903) | SV40 large T antigen ATPase/helicase inhibition assay; higher % means a stronger effect | inhibition, % at 20 µM; hits with a dose series show IC50 in µM | 310,000 tested, 0.39% active; in the data active = a potency from the dose series; inconclusive = inhibition mostly from about 32% at the one dose, without a potency; inactive = the rest, 99 in 100 with inhibition below about 32%; note: strong numbers were not always called active
GPR35 antagonists = inhibition of zaprinast-stimulated GPR35 beta-arrestin translocation – imaging, U2OS, beta-arrestin-GFP, zaprinast agonist, primary screen (AID 2058); 290,000 tested, 0.052% active; U2OS GPR35 beta-arrestin-GFP translocation imaging, zaprinast antagonism; higher % means a stronger effect; inhibition, % at 10 µM; hits with a dose series show IC50 in µM;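 active = inhibition of at least 50% with at least 30 cells and total cytoplasm GFP at most 10,000,000; inconclusive = under 30 cells or total GFP of 10,000,000 plus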
NTR1 ag = NTR1-driven beta-arrestin-GFP spot formation – imaging, U2OS cells, high content, primary screen (AID 493036); P30989; agonist mode; activation, % at 20 µM; 330,000 tested, 0.17% active;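 active = activation at or above 40% of the spot to cytoplasm intensity ratio, with at least 20 cells analyzed; inconclusive = wells under 20 cells, flagged as cytotoxic or low count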;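 note: 0% = DMSO without peptide and 100% = 100 nM NTR1 peptide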
Target sequence (P30989 whole entry, looked up): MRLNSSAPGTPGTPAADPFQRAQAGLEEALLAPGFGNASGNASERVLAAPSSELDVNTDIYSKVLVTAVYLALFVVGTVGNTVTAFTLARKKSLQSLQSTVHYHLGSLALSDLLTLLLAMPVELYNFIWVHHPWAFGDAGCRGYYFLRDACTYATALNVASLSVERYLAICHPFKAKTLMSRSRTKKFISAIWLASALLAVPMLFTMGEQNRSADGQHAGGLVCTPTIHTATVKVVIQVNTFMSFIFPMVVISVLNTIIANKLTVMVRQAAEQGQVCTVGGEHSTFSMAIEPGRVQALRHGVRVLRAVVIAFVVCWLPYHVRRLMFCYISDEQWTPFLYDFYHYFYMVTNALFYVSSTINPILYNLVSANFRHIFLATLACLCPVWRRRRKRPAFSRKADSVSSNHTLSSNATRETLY
GPR55 beta-arrestin = selective activators of receptor GPR55 – imaging, U2OS cells, beta-arrestin-GFP redistribution, primary screen (AID 1961) | U2OS GPR55 beta-arrestin-GFP redistribution imaging; higher % means a stronger effect | activation, % at 10 µM; hits with a dose series show EC50 in µM | 290,000 tested, 0.048% active;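 active = activation above 40% with more than 50 cells counted in the well; inconclusive = wells holding fewer than 50 cells, flagged as toxic or sparse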;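 note: U2OS osteosarcoma cells stably expressing GPR55 and beta-arrestin-GFP; plate controls were DMSO negative control for no effect and LPI positive control for full effect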
LYP phosphatase = inhibitors of LYP phosphatase, biochemical, fluorescence intensity, uHTS (AID 1779). 290,000 tested, 0.054% active. recombinant LYP phosphatase, fluorescence intensity; higher % means a stronger effect. inhibition, % at 11.5 µM, or IC50 in µM where a hit was titrated; in the data active = inhibition above about 50%;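 note: plate controls were vehicle with enzyme for no effect and no enzyme for full effect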
Hep lipid drop = hepatic lipid droplet formation modulation | AML12 mouse hepatocytes, oleate lipid droplets, BODIPY imaging | inhibition, % at 6.5 µM | 240,000 tested, 0.4% active;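 active = lipid droplet intensity inhibited by at least 50%, with more than 500 cells counted; inconclusive = wells with under 300 cells, treated as cytotoxic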
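Assay system: AML12 hepatocytes (mouse); Probe or stimulus: oleic acid at 100 µM to induce lipid droplet formation; Dosing: compound at 6.5 µM only; Schedule: compound with oleate, overnight; Detection: fluorescence imaging, 20x objective, two fields per well; Measure: % inhibition of lipid droplet signal.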
Rac1 GTP hydrolysis = MgcRacGAP GTPase-activating activity inhibitors, confirmation, biochemical, ADP Hunter fluorescence | 340,000 tested, 0.6% active | inhibition, % at 30 µM, or IC50 in µM where a hit was titrated | MgcRacGAP-stimulated Rac1 GTP hydrolysis, ADP Hunter fluorescence; higher % means a stronger effect; GST-tagged Rac1 F28L mutant substrate;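 active = first-screen hits whose inhibition reached a set limit at any dose in the follow-up dose series; inconclusive = inhibition above the set first-screen limit but never retested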;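 note: fluorescence reports GDP produced by GAP-driven GTP hydrolysis; strong numbers were not always called active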
Hep lipid drop cells 6.5 µM = recorded beside Hep lipid drop, whose call it bears; cell count; measured here: cell count, cytotoxicity flag;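 cells counted across two imaged fields per well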
T cell modulator vesicle-bound % = second read-out of T cell modulator, no call of its own (marks repeat the call); double positive events, %; measured here: CD8+ vesicle-bound cell fraction;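 binding gate set so that unloaded-vesicle control wells show 10% double positive cells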
NTR1 ag cell count 20 µM = second read-out of NTR1 ag, no call of its own (marks repeat the call); cell count; measured here: cell count, cytotoxicity flag
Active calls of the source: *; i = inactive; ? = inconclusive; . = not tested or not shown.

SMILES	GPR55 antagonists	T cell modulator	T cell modulator vesicle-bound %	SV40 large T antigen	GPR35 antagonists	NTR1 ag	NTR1 ag cell count 20 µM	GPR55 beta-arrestin	LYP phosphatase	Hep lipid drop	Hep lipid drop cells 6.5 µM	Rac1 GTP hydrolysis
COc1cccc(CN(C)C(=O)CC23CC4CC(CC(C4)C2)C3)c1OC	-5%	i	58	5%	16%	1.3	58	0.4%	-5%	-14	809	3%
CC(C)NC(=O)c1ccc2c(=O)n(CC3CCCO3)c(=S)[nH]c2c1 (centres undefined)	-8%	i	34	2%	-8%	-1.4	66	0.1%	-6%	8	783	8%
O=C(CN1CCN(c2ccccn2)CC1)Nc1ccc2ccccc2c1	12%	i	4	23%	7%	-0.4	53	-0.1%	-5%	.	.	8%
Cc1[nH]n(-c2ccccc2)c(=O)c1C=NC1CCCCCC1	4%	i	36	5%	-4%	-0.6	35	0.1%	-2%	5	655	4%
O=C(CCc1nnc(-c2ccc(-c3ccccc3)cc2)o1)NCCc1ccccn1	-8%	i	28	.	-11%	0.3	46	-0.1%	-10%	3	689	12%
CCCNS(=O)(=O)c1ccc(OCC(=O)Nc2ccc3c(c2)OCCO3)cc1	-10%	i	33	5%	-14%	2.0	44	0.0%	-4%	6	742	9%
CCN(CC)c1ccc(C(=O)N/N=C(\C)c2cccnc2)cc1	-2%	i	49	22%	-1%	-0.1	45	-0.4%	4%	4	682	0%
O=C(Cn1cnc2ccccc21)NCCCN1CCOCC1	-7%	i	10	0%	-2%	0.7	89	-0.5%	0%	-1	601	-2%
COc1cccc(NC(=O)NC2CC(=O)N(c3ccc4c(c3)OCCO4)C2)c1 (centres undefined)	.	i	49	3%	.	-1.1	96	.	.	.	.	7%
CC(C)C(OC(=O)c1cccs1)C(=O)NCCc1ccccc1 (centres undefined)	?	i	45	6%	0%	-1.1	42	0.6%	-8%	-29	726	7%
Cc1ccc(-c2noc(CN3CCN(C(c4ccccc4)c4ccccc4)CC3)n2)cc1	-2%	i	26	-2%	4%	1.7	69	-0.2%	2%	.	.	9%
CC(=O)Nc1ccc(S(=O)(=O)NCC2CCC(C(=O)N3CCCCCC3)CC2)cc1 (centres undefined)	0%	i	26	1%	-11%	0.7	65	0.1%	-3%	.	.	-8%
CC(C)c1ccc(-n2cccc2/C=C2/C(=N)N3C=CSC3=NC2=O)cc1	7%	i	49	14%	-10%	27	55	0.9%	-1%	-3	715	7%
COc1ccc(S(=O)(=O)Nc2ccccc2-c2nnn(CC(=O)Nc3ccccc3OC)n2)cc1	14%	i	48	15%	2%	0.1	60	0.7%	-4%	-3	704	6%
N#Cc1ccc(C23CC4(C2)[C@H](CN(Cc2ccc(-c5ccccc5)cc2)[C@@H]4c2ccccc2)C3c2ccccc2)cc1 (some centres undefined)	-1%	i	62	10%	-9%	2.1	57	0.3%	-7%	-22	688	5%
CC(/C=C/c1ccco1)=N/NC(=O)OC(C)(C)C	6%	i	40	9%	-9%	-1.5	98	1.5%	-6%	1	645	2%
C=CCc1c(Cl)nc(C)nc1NCc1ccccc1	10%	i	62	5%	-14%	3.8	51	-0.2%	-2%	4	848	11%
CN(Cc1cc2ccccc2[nH]c1=O)S(C)(=O)=O	7%	i	23	2%	-19%	-0.7	72	0.0%	-5%	.	.	12%
Cc1ccc(-c2csc3nc(SCC(=O)N(C)C)n(Cc4ccccc4)c(=O)c23)cc1	-5%	i	41	8%	-16%	8.4	41	0.3%	7%	37	457	-4%
CCN(CC)CCNC(=S)Nc1ccc2nc(N3CCN(CC)CC3)cc(C)c2c1	15%	i	44	19%	-2%	-0.8	99	-0.1%	-9%	-33	766	7%
COC(=O)/C=C/c1cc(F)ccc1S(=O)(=O)NC(C)(C)C	.	i	17	20%	.	-5.2	93	.	.	.	.	11%
C[n+]1ccn(CC(=O)c2cccs2)c1	-7%	i	63	5%	14%	0.3	51	0.7%	-15%	2	831	13%
O=C(CSc1nnc(-c2ccco2)o1)c1ccccc1Cl	-7%	i	33	8%	2%	1.1	32	-0.1%	5%	-16	704	7%
O=C(O)C1C2C=CC(O2)C1C(=O)NC1CCCc2ccccc21 (centres undefined)	-8%	i	62	1%	5%	-0.3	38	-0.1%	-9%	.	.	14%

Two entries drawn at random from the list so far:
SMILES	GPR55 antagonists	T cell modulator	T cell modulator vesicle-bound %	SV40 large T antigen	GPR35 antagonists	NTR1 ag	NTR1 ag cell count 20 µM	GPR55 beta-arrestin	LYP phosphatase	Hep lipid drop	Hep lipid drop cells 6.5 µM	Rac1 GTP hydrolysis
Cc1ccc(-c2csc3nc(SCC(=O)N(C)C)n(Cc4ccccc4)c(=O)c23)cc1	-5%	i	41	8%	-16%	8.4	41	0.3%	7%	37	457	-4%
C=CCc1c(Cl)nc(C)nc1NCc1ccccc1	10%	i	62	5%	-14%	3.8	51	-0.2%	-2%	4	848	11%

Carrying on.
SMILES	GPR55 antagonists	T cell modulator	T cell modulator vesicle-bound %	SV40 large T antigen	GPR35 antagonists	NTR1 ag	NTR1 ag cell count 20 µM	GPR55 beta-arrestin	LYP phosphatase	Hep lipid drop	Hep lipid drop cells 6.5 µM	Rac1 GTP hydrolysis
Cc1cc(C)c2c(c1)/C(=c1/sc3n(c1=O)CN(c1ccccc1)CN=3)C(=O)N2	4%	i	54	9%	-8%	-0.2	63	-0.3%	-3%	38	792	9%
Cc1ccc(C(=O)NC2(C(Cl)Cl)N=C(c3ccccc3)N=C2N)cc1 (centres undefined)	-7%	i	63	-1%	8%	0.3	82	0.7%	-5%	6	719	7%
Cc1ccccc1NS(=O)(=O)c1ccc(C(=O)N2CCCCCC2)cc1	.	i	25	8%	.	2.9	61	.	.	.	.	-3%
O=C(CCN1C(=O)/C(=C\c2ccccc2)SC1=S)NNC(=O)c1ccccc1O	10%	i	33	4%	8%	2.7	56	0.2%	-2%	-10	777	5%
COc1cc(C(=O)Nc2ccc3nc(N4CCN(C)CC4)cc(C)c3c2)cc(OC)c1OC	2%	i	56	8%	-1%	-0.2	90	-0.3%	-2%	0	782	5%
CC(C)C(NC(=O)C(C)N1C(=O)c2ccccc2C1=O)c1ccccc1 (centres undefined)	8%	i	59	8%	-8%	-1.2	99	0.0%	-9%	4	831	15%
Fc1cccc(C2NC(=S)NC3=C2N2CCC3CC2)c1 (centres undefined)	3%	i	32	-1%	9%	2.5	89	-0.2%	-4%	.	.	13%
O=C(NNC(=O)c1cccc(S(=O)(=O)N2CCN(c3ccccc3)CC2)c1)c1ccc(Cl)cc1	-7%	i	41	1%	-16%	-0.6	61	0.2%	-1%	-11	540	4%
Cc1cc(C(=O)N/N=C/c2cccnc2)c2ccccc2n1	12%	i	7	9%	17%	-2.1	57	1.0%	-4%	-5	708	2%
Cc1cc(NC(=O)COC(=O)C2CCCN2C(=O)c2cccs2)no1 (centres undefined)	-4%	i	27	7%	-7%	1.0	99	-0.2%	-4%	17	801	4%
O=C(c1ccccc1)c1ccc(N2CCOCC2)c(F)c1	11%	i	49	5%	24%	1.3	61	-1.0%	-8%	.	.	10%
Cc1ccc(Nc2ccc(N3CCN(c4ccc([N+](=O)[O-])cc4)CC3)nn2)cc1	3%	i	29	10%	0%	-0.2	54	0.2%	-6%	8	690	15%

Entries above containing an aryl methoxy group:
SMILES	GPR55 antagonists	T cell modulator	T cell modulator vesicle-bound %	SV40 large T antigen	GPR35 antagonists	NTR1 ag	NTR1 ag cell count 20 µM	GPR55 beta-arrestin	LYP phosphatase	Hep lipid drop	Hep lipid drop cells 6.5 µM	Rac1 GTP hydrolysis
COc1cccc(CN(C)C(=O)CC23CC4CC(CC(C4)C2)C3)c1OC	-5%	i	58	5%	16%	1.3	58	0.4%	-5%	-14	809	3%
COc1cccc(NC(=O)NC2CC(=O)N(c3ccc4c(c3)OCCO4)C2)c1 (centres undefined)	.	i	49	3%	.	-1.1	96	.	.	.	.	7%
COc1ccc(S(=O)(=O)Nc2ccccc2-c2nnn(CC(=O)Nc3ccccc3OC)n2)cc1	14%	i	48	15%	2%	0.1	60	0.7%	-4%	-3	704	6%
COc1cc(C(=O)Nc2ccc3nc(N4CCN(C)CC4)cc(C)c3c2)cc(OC)c1OC	2%	i	56	8%	-1%	-0.2	90	-0.3%	-2%	0	782	5%

(cont.)
SMILES	GPR55 antagonists	T cell modulator	T cell modulator vesicle-bound %	SV40 large T antigen	GPR35 antagonists	NTR1 ag	NTR1 ag cell count 20 µM	GPR55 beta-arrestin	LYP phosphatase	Hep lipid drop	Hep lipid drop cells 6.5 µM	Rac1 GTP hydrolysis
O=S(=O)(c1ccccc1F)N1CCN(Cc2nc3ccccc3[nH]2)CC1	-20%	i	12	3%	9%	0.7	56	0.0%	-15%	-3	785	21%
COc1ccc(-c2nonc2NC(=O)c2oc3ccc(F)cc3c2C)cc1OC	-14%	i	12	6%	14%	4.0	55	-0.1%	-10%	40	738	10%
O=C(NCc1ccc2c(c1)OCO2)c1cc2c(s1)CS(=O)(=O)C2	10%	i	38	5%	16%	0.6	62	-0.1%	7%	-5	713	5%
CSc1ccc(S(=O)(=O)NC(C)c2ccccc2)cc1 (centres undefined)	4%	i	52	5%	3%	1.2	45	-0.1%	0%	-8	705	.
Cc1ccc(C(=O)NCCCN2CCN(CCCNC(=O)c3ccc(C)cc3)CC2)cc1	.	i	35	11%	.	-0.1	68	.	.	.	.	6%
Cc1cc(NC(=O)c2ccc(Cn3nc(C)c(Br)c3C)o2)no1	3%	i	42	3%	-8%	-0.4	45	-0.1%	-4%	-8	682	11%

Screening results (PubChem)
